# From PubChem
# KLF5 inh = KLF5 expression inhibitors, primary screen, DLD-1 cells, luminescence; DLD-1 KLF5 promoter-luciferase reporter; inhibition, % at 5 µM; actives 0.23% (n = 290,000); AID 1700, 2009;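 active = inhibition above a per-plate limit of that plate's mean compound inhibition plus 3 SD, cut at about 60% in these data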;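 also: 0% = DMSO wells and 100% = LY294002 at 200 µM; higher means less KLF5 promoter-driven luciferase light; inactives centre near -14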
# HSF1 inh = HSF1 inhibitors in luciferase reporter cells, primary screen, cell-based, NIH3T3, luminescence; NIH3T3-HGL HSE-luciferase, MG132-induced, luminescence 8 h; stronger effect = lower value; activity change, negative = inhibition, % at 7.5 µM (by protocol); actives 0.77% (n = 300,000);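 active = more than half of replicate wells show activity change below -50%, luminescence cut by over half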;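 also: luciferase reports HSF-1 transcriptional activity via heat shock element; 0% = median of DMSO wells and -100% = zero luminescence signal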
# AI-2 QS mod = Vibrio harveyi AI-2 quorum sensing modulators, primary screen, JMH597 strain, luminescence/OD600 ratio; Vibrio harveyi JMH597 AI-2 luminescence/OD600 ratio, 9 h; stronger effect = lower value; strain lacks LuxN and CqsS sensors; 0 = neutral-control median; actives 0.4% (n = 300,000); AID 2094, 2009; activity change, % at 7.5 µM; in the data active = activity change below about -75%, passing the limit was not always enough;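 also: luminescence divided by OD600 gain over 9 h not by final OD600 alone; inactives centre near 13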
# GSK3A inh = blockers of GSK3A enzyme activity – biochemical, luminescence, cell-free homogeneous, HTS, primary screen | actives 0.1% (n = 320,000) | Glycogen synthase kinase-3 alpha (Homo sapiens), P49840 | GSK-3 alpha kinase, ADP-Glo luminescence, 60 min | AID 2650, 2010 | inhibition, % at 10 µM;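 in the data active = inhibition above about 50%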;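 also: GST-tagged GSK-3 alpha with peptide substrate and 25 µM ATP; 0% = DMSO neutral wells and 100% = GW8510 positive control wells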
# Target sequence (P49840 whole entry, looked up): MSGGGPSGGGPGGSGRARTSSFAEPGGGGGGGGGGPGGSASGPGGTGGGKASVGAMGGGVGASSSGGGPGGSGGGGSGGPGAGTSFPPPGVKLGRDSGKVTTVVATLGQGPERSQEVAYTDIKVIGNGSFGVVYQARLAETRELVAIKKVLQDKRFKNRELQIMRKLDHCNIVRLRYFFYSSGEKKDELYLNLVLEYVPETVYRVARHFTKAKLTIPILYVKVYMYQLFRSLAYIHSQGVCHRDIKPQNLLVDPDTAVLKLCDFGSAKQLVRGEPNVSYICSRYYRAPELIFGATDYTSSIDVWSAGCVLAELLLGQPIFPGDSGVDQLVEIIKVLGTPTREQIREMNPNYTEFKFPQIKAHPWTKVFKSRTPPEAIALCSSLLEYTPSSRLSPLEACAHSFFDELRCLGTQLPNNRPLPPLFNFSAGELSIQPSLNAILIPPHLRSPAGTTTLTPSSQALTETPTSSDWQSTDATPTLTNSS
# IEC-6 cytotox = cytotoxicity in IEC-6 intestinal epithelial cells, primary screen, cytotoxicity control for KLF5 inhibitor project, cell-based, luminescence; IEC-6 cytotoxicity, luminescence viability; inhibition, % at 5 µM; AID 1825, 2009; actives 0.78% (n = 290,000); in the data active = inhibition above about 22%;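 also: 0% = plate median of test compound wells and 100% = cytotoxic reference compound wells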
# aSyn 5UTR inh = MLPCN primary screen, SNCA 5' untranslated region. inhibition, % (tested at 7.5 µM). alpha-synuclein 5'UTR reporter, inhibitor activity. actives 0.82% (n = 300,000). AID 1813, 2009; in the data active = inhibition above about 60%;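 also: H4 neuroglioblastoma cells stably carrying SNCA 5'UTR luciferase fusion; 0% = DMSO wells and 100% = positive control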
# GSK3beta inhib = human GSK3beta kinase inhibitors, primary screen, biochemical, cell-free homogeneous, HTS | AID 2097, 2009 | actives 0.038% (n = 300,000) | Glycogen synthase kinase-3 beta (Homo sapiens), P49841 | activity score (negative = inhibition), % at 10 µM | GST-GSK3beta kinase, ADP-Glo luminescence, 60 min; stronger effect = lower value;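 active = more than half of replicate wells score below -50%, meaning over 50% inhibition versus plate controls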;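 also: 0% = median DMSO wells and -100% = median GW8510 positive control wells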
# Target sequence (P49841 whole entry, looked up): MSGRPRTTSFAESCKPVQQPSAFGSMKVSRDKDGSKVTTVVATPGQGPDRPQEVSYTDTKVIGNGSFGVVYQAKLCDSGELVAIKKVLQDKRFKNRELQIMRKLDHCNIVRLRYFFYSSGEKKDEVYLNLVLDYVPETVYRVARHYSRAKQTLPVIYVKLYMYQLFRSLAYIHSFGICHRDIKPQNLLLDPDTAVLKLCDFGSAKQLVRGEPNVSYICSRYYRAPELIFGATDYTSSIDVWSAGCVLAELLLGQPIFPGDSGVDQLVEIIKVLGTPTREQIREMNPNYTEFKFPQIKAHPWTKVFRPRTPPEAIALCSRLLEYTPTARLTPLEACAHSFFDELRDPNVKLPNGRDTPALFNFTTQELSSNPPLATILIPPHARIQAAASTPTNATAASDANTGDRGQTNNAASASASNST
#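 test system = GST-tagged human GSK3beta kinase, cell-free | reagent = 25 µM ATP with peptide substrate | dosing = one dose of 10 µM per compound | schedule = 60 min reaction, RT | detection = luminescent ADP-Glo measurement of ADP formed | control set = DMSO neutral wells and GW8510 at 20 µM as positive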
# HSP90 refold inh = HSP90 inhibitors, primary screen, cell lysate, luminescence | Heat shock protein HSP 90 (rabbit reticulocyte lysate; luciferase refolding) | Rabbit reticulocyte lysate, luciferase refolding luminescence, 3 h | inhibition, % at 5.6 µM | actives 0.91% (n = 290,000);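 active = inhibition above the screen-wide mean plus 3 SD, computed separately per campaign, cut at about 16% in these data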;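 also: 0% = DMSO wells and 100% = 60 µM geldanamycin wells; inhibitors lower the luminescence because luciferase stays unfolded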
# HSF1 activator = HSF-1 activators, primary screen, NIH3T3-HGL cells, MG132 stress, luminescence, single point; NIH3T3-HGL HSF-1 luciferase reporter, 8 h; 100% = twice DMSO control signal; activation, % at 9 µM; actives 1.7% (n = 300,000);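 active = mean replicate activation of at least 50% with a set share of replicates each reaching 50%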;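 also: 0% = median of the neutral control wells and 100% = twice that signal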
# PolyA inh = polyadenylation inhibitors in yeast reporter cells, primary screen, luminescence, S. cerevisiae; S. cerevisiae SKY197-pL101 polyadenylation reporter, beta-gal luminescence; efflux-impaired pdr1/pdr3 knockout yeast; score 100 = 6 SD above DMSO; actives 0.02% (n = 300,000); calls only at 12 µM;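 active = lowest replicate activity score at least 50, where 100 means six control SD above control mean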;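 also: yeast exposed to compound for 9 h at 30 °C; higher score means more reporter readthrough which indicates perturbed polyadenylation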
# An asterisk follows results filed as active; i = inactive; . = no result given. Some of the compounds tested; rates above refer to the full screens.
1) COc1cccc(NC(=O)CN2C(=O)COc3ccc(S(=O)(=O)N4CCOCC4)cc32)c1
2) O=C(O)/C=C/C(=O)c1ccc(O)cc1
3) CCN(CC)c1ccc(/C=N/NC(=O)CNC(=O)c2ccc3c(c2)OCCO3)cc1
4) Cc1ccc(C(=O)n2c(-c3ccccc3)cnc2SCC(=O)Nc2ccc(C)cc2C)cc1
5) CN(CCC1CCOCC1)C(=O)CC1C(=O)NCCN1Cc1ccccc1F (centres undefined)
6) COc1cccc(NC(=O)C2CCN(S(C)(=O)=O)CC2)c1
7) O=c1ccc(-c2ccc(S(=O)(=O)NCC3CCN(Cc4cccc(F)c4)CC3)s2)n[nH]1
8) O=[N+]([O-])c1ccc(-c2cn3nc(-c4ccccc4)c(-c4ccccc4)nc3n2)cc1
9) Cc1ccc(-n2nccc2-c2nn(-c3cccc(C(F)(F)F)c3)c(=O)n(C)c2=O)cc1
10) COc1ccc(C(=O)NCCc2nnc(SCC(=O)Nc3ccccc3)n2C)cc1
assay / entry,1,2,3,4,5,6,7,8,9,10
KLF5 inh,-12,-1,-28,-21,-16,-16,-8,-3,-3,-22
HSF1 inh,1,-3,-3,10,0,-2,-1,9,5,3
AI-2 QS mod,6,22,34,9,12,16,-2,4,9,-8
GSK3A inh,-9,-1,0,-1,0,0,11,0,-6,-4
IEC-6 cytotox,6,2,-6,0,-3,-6,-13,7,6,-6
aSyn 5UTR inh,11,-2,12,-19,-5,1,9,-6,6,2
GSK3beta inhib,6,-2,1,-1,2,-1,2,4,0,3
HSP90 refold inh,0,4,2,-6,-4,1,7,1,4,-2
HSF1 activator,4,-5,-19,41,3,-2,6,14,-9,4
PolyA inh,i,i,i,i,i,i,i,i,i,i

11) CCn1c(=O)c(C(=O)NNS(=O)(=O)c2ccc(Br)cc2)c(O)c2ccccc21
12) COc1ccccc1S(=O)(=O)Cc1ccc(C(=O)N2CCN(c3ccc(C)cc3)C(C)C2)o1 (centres undefined)
13) Cc1[nH]cnc1CSCc1ccc(F)cc1
14) CCN(CC)CCOC(=O)C(Cc1ccco1)Cc1cccc2ccccc12 (centres undefined)
15) CCOc1ccccc1NC(=O)Cn1cnc2c(nnn2-c2cccc(OC)c2)c1=O
16) CCCc1nc(NC(C)=O)c(C#N)c(-c2ccco2)c1CC
17) Cc1ccc(C(=O)OCC(=O)NCc2cccs2)cc1C
18) O=C(NCC1OCCc2ccccc21)c1ccco1 (centres undefined)
19) COc1ccc(/C=N/NC(=O)Nc2cccc3nsnc23)c(OC)c1
20) CC(C)Oc1ccc(Br)cc1C(=O)N/N=C/c1c[nH]c2ccccc12
assay / entry,11,12,13,14,15,16,17,18,19,20
KLF5 inh,-30,-16,-15,.,-1,-9,-12,-34,-8,6
HSF1 inh,3,1,-2,1,20,.,-4,3,-36,-3
AI-2 QS mod,0,19,25,11,27,9,22,19,16,9
GSK3A inh,-2,-1,-2,2,-6,-2,0,-2,.,0
IEC-6 cytotox,2,10,2,.,-4,-7,1,0,1,9
aSyn 5UTR inh,-9,-4,-21,104*,13,.,-3,-14,-38,7
GSK3beta inhib,2,4,-5,-3,0,-3,-1,-1,2,1
HSP90 refold inh,-7,1,8,.,1,0,2,-4,3,6
HSF1 activator,0,-15,-8,0,-1,.,6,-19,-38,-2
PolyA inh,i,i,i,i,i,i,i,i,i,i

21) Cn1cnc2c1c(=O)[nH]c(=O)n2C
22) CC(C)c1nc2sc3c(NCc4ccccc4)ncnc3c2c2c1COC(C)(C)C2
23) COC(=O)c1sccc1NC(=O)Nc1cc(OC)ccc1OC
24) NC(=O)CC(NC(=O)Cc1ccc(Cl)cc1)c1ccc(NCCCN2CCCC2=O)c([N+](=O)[O-])c1 (centres undefined)
25) O=C(NCCc1c[nH]c2ccccc12)/C(=C\c1cccnc1)NC(=O)c1ccccc1F
26) CC(C)C(=O)N1CCN(c2ccc(NC(=O)c3cccs3)cc2)CC1
27) Cc1cc([N+](=O)[O-])ccc1-c1ccc(/C=N/NC(=O)c2ccc(Br)o2)o1
28) COc1cccc(-c2nnc(SCC3CNC(=O)O3)n2-c2ccc(Cl)cc2)c1 (centres undefined)
29) Cc1ccccc1Nc1nc(CSc2nnnn2-c2ccccc2)cs1
30) C[C@H](NC(=O)c1cc2cc(Cl)ccc2n1C)C(=O)N1CCC(C(=O)O)CC1
assay / entry,21,22,23,24,25,26,27,28,29,30
KLF5 inh,.,-28,-11,-3,3,0,-49,3,-9,-12
HSF1 inh,-7,1,-1,-3,-2,5,-14,-2,2,-1
AI-2 QS mod,13,28,16,19,21,2,27,11,8,9
GSK3A inh,-2,.,-1,0,-1,0,4,0,1,0
IEC-6 cytotox,.,6,-5,7,0,1,3,0,2,1
aSyn 5UTR inh,-3,56,25,26,-13,-24,-12,21,-8,21
GSK3beta inhib,1,-3,0,2,-2,1,3,4,-1,2
HSP90 refold inh,.,1,-4,1,1,-1,4,-2,4,2
HSF1 activator,-15,15,13,-9,-6,5,-14,-16,4,-4
PolyA inh,i,i,i,i,i,i,i,i,i,i

31) CC(=O)Nc1ccc(S(=O)(=O)N2CCC(C(=O)NCc3ccncc3)CC2)cc1
32) Cc1cc(C)c(S(N)(=O)=O)c(C)c1N(C)S(=O)(=O)c1ccc(Cl)cc1
33) CCOC(=O)CN(C(=O)Cn1nnc2ccccc21)C(C(=O)NCCOC)c1ccccc1 (centres undefined)
34) O=C(CN1C(=O)C2CC=CCC2C1=O)NCc1ccc2c(c1)OCO2 (centres undefined)
35) CN(C1CCCCC1)S(=O)(=O)c1ccc(Cl)c(C(=O)O)c1
36) COc1ccc(Sc2ccccc2CN(C)C)cc1OC
37) CC(=O)N1N=C(c2ccccc2O)OC1(C)CC(=O)Nc1ccccc1 (centres undefined)
38) O=C(COC(=O)CCC(=O)c1cccs1)Nc1cccc(S(=O)(=O)N2CCOCC2)c1
39) O=C1CN(C(=O)NCC(=O)N[C@@H](Cc2ccccc2)C(=O)O)c2ccccc2N1
40) COc1cccc(NC(=O)COC(=O)c2c(F)cccc2F)c1
assay / entry,31,32,33,34,35,36,37,38,39,40
KLF5 inh,-41,-17,-9,-7,6,-40,-14,13,-6,2
HSF1 inh,-6,3,-17,5,-7,8,0,3,-2,-1
AI-2 QS mod,17,43,9,27,18,21,4,29,10,-67
GSK3A inh,-6,-2,0,0,-2,1,.,-1,4,-3
IEC-6 cytotox,3,9,-2,9,4,4,6,6,-4,5
aSyn 5UTR inh,-8,3,15,23,3,-10,-22,0,-24,8
GSK3beta inhib,1,-2,-2,-2,-1,1,-1,1,1,3
HSP90 refold inh,-6,-5,1,7,-4,-2,1,2,-4,3
HSF1 activator,-6,1,-12,1,-9,-11,37,-8,10,9
PolyA inh,i,i,i,i,i,i,i,i,i,i

41) O=C(COC(=O)c1cc([N+](=O)[O-])ccc1Cl)NC1CCCC1
42) Nc1cc(C(=O)OCC(=O)NC(c2ccccc2)c2ccccc2)ccc1Cl
43) COc1ccc(C)cc1NC(=O)COC(C)=O
44) COCCN(C(=O)Nc1ccccc1)c1ccccc1
45) COc1ccc2c(c1)CCc1c(C(=O)Nc3c(C)nn(Cc4ccccc4)c3C)noc1-2
46) O=C(CSc1nnc2ncccn12)N1CCCCCC1
47) Cc1nc(CN2CCC(c3ccccc3)CC2)cc(=O)[nH]1
48) COc1ccc(-c2cc(CNS(=O)(=O)c3ccc(F)cc3)on2)cc1
49) O=C(NCc1ccco1)c1ccc(COCC(F)(F)C(F)F)cc1
50) CC(CCc1ccccc1)NC(=O)C1CCN(S(=O)(=O)N2CCOCC2)CC1 (centres undefined)
51) Cc1cc(N2CCCC2=O)cc(C)c1S(=O)(=O)Nc1c(C)nn(C)c1C
52) O=C(CCC(=O)Nc1ccc(Cl)cc1Cl)NNC(=O)[C@@H]1CCCC[C@@H]1C(=O)O
53) CC(=O)NS(=O)(=O)c1ccc(NC(=O)CCc2ccccc2)cc1
assay / entry,41,42,43,44,45,46,47,48,49,50,51,52,53
KLF5 inh,-41,-53,10,-59,-11,-65,-13,-10,-34,9,11,-34,-1
HSF1 inh,-5,-2,1,-5,3,2,3,-2,1,-12,13,.,-7
AI-2 QS mod,2,38,22,15,7,14,16,-9,20,14,8,.,0
GSK3A inh,1,-2,-1,-3,-2,0,1,-3,-2,-4,1,-2,-1
IEC-6 cytotox,-1,6,0,4,5,-2,-2,0,2,-4,7,1,5
aSyn 5UTR inh,-25,16,-8,8,12,2,2,-6,4,-15,-9,.,1
GSK3beta inhib,4,0,-2,1,1,2,2,2,2,2,-1,.,1
HSP90 refold inh,-4,-2,-1,4,5,-1,1,-2,-4,3,3,2,0
HSF1 activator,8,7,10,-1,12,-11,21,5,2,-2,20,.,-1
PolyA inh,i,i,i,i,i,i,i,i,i,i,i,.,i

# Full records from above. Values in the order: KLF5 inh | HSF1 inh | AI-2 QS mod | GSK3A inh | IEC-6 cytotox | aSyn 5UTR inh | GSK3beta inhib | HSP90 refold inh | HSF1 activator | PolyA inh
# `O=C(NCc1ccco1)c1ccc(COCC(F)(F)C(F)F)cc1` is entered as -34 | 1 | 20 | -2 | 2 | 4 | 2 | -4 | 2 | i
# `COc1ccc2c(c1)CCc1c(C(=O)Nc3c(C)nn(Cc4ccccc4)c3C)noc1-2` is entered as -11 | 3 | 7 | -2 | 5 | 12 | 1 | 5 | 12 | i
# `Nc1cc(C(=O)OCC(=O)NC(c2ccccc2)c2ccccc2)ccc1Cl` is entered as -53 | -2 | 38 | -2 | 6 | 16 | 0 | -2 | 7 | i
# `O=C(COC(=O)c1cc([N+](=O)[O-])ccc1Cl)NC1CCCC1` is entered as -41 | -5 | 2 | 1 | -1 | -25 | 4 | -4 | 8 | i
# `CC(=O)NS(=O)(=O)c1ccc(NC(=O)CCc2ccccc2)cc1` is entered as -1 | -7 | 0 | -1 | 5 | 1 | 1 | 0 | -1 | i
